D2 antagonist – HTS Assay for Allosteric Antagonists of the Human D2 Dopamine Receptor: Primary Screen for Antagonists; 340,000 tested, 2% active; inhibition, % at 10 µM; D(2) dopamine receptor (Homo sapiens), P14416; AID 485344, 2010; HEK293 TREx D2 cells, calcium flux, dopamine EC80; in the data active = inhibition above about 30%; note: 0% is about no effect
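Calcium mobilization kinetics were recorded at 1 s intervals in tetracycline-induced HEK293 T-REx D2 cells, first for 180 s after compound addition and then 180 s after EC80 dopamine.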
Vif-APOBEC3F blk – qHTS for Inhibitors of Vif-A3F Interactions: qHTS. 390,000 tested, 0.2% active. HeLa A3F-eYFP + Vif (tagged APOBEC3F with the HIV-1 protein that degrades it), YFP fluorescence increase. Potency, µM (top dose mostly 46.1 µM), inactives show top-dose activity, negative = active; note: potency is the fitted concentration of half-maximal effect; % of control where 0% means no effect; nearly all actives have a fitted effect of over 65% in size
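HeLa cells stably expressing A3F-eYFP plus Vif, plated and incubated overnight at 37 deg C, then exposed to compounds overnight at 37 deg C. Blocked degradation read as raised yellow fluorescence (Ex 488/Em 500-530).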
ALOX12 inh – Primary qHTS assay for inhibitors of human arachidonate 12S-lipoxygenase (ALOX12): Round 2 | Polyunsaturated fatty acid lipoxygenase ALOX12 (Homo sapiens), P18054 | purified 12hLO, xylenol orange hydroperoxide absorbance | Potency, µM (series often up to 108 µM), for inactives: top-dose activity change, negative = inhibition, actives largely listed as inhibitors | 580,000 tested, 1.1% active | AID 1671190, 2021; note: potency is the fitted concentration of half-maximal effect; % is set by controls: 0 for no effect and ±100 for the full control effect
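Purified human 12hLO at 150 nM in 25 mM Hepes, 0.01% Triton X-100, pH 7.0, preincubated 15 min at room temperature with compound. Reaction started with 40 uM arachidonic acid, 30 min at room temperature. Hydroperoxide measured by Fe-xylenol orange, 573/405 nm absorbance ratio.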
ERG-DNA inh – qHTS for Small Molecule Inhibitors of the ERG Ets/DNA interaction; 370,000 tested, 0.028% active; AID 624246, 2012; fluorescence polarization, His-ERG Ets domain / labelled DNA; Potency, µM (highest dose often 76.9 µM), without a hit: at the top dose FP activity, negative = inhibition, usual class: inhibitors; active = well fitted inhibition curve with a large enough effect in the polarisation, with a control signal flat; inconclusive = small, poorly fitted or top-dose-only effect, or effect the other way, or a change in a side signal; inactive = no such curve, though single readings can be large or run the other way; the % refers to the polarisation;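 note: polarization taken with two DNA probes labelled with fluorescein and Texas red; potency is the fitted concentration of half-maximal effect; % of control where 0% means no effect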
Target sequence (P11308 whole entry, looked up, the tested form may be a part): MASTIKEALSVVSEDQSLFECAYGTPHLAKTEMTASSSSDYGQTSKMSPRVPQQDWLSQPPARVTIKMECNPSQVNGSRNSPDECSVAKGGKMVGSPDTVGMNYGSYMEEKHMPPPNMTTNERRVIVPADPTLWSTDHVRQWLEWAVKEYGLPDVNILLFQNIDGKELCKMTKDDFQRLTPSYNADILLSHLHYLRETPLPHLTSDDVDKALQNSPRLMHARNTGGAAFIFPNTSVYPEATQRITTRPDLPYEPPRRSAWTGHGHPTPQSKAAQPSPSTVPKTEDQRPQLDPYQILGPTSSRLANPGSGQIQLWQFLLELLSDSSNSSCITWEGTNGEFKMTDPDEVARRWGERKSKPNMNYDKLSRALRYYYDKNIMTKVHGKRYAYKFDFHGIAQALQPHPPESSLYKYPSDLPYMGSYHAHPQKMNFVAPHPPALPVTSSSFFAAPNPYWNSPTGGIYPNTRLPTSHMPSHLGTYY
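His-tagged ERG Ets domain (1 uM in the protein solution; 300mM KCl, 50mM Tris-HCl, 1mM EDTA, 1mM DTT, pH 7.5) received compound, then a probe mix of 5 nM fluorescein-DNA and 100nM Texas-615-DNA. Fluorescence polarization was read for both dyes.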
GRP78 ERSR act – qHTS for Inducers of the Endoplasmic Reticulum Stress Response (ERSR) in Human Glioma: qHTS | U87-MG GRP78 promoter luciferase reporter, 16 h | Potency, µM, for the others: at the highest dose activation, hits mostly activators | 420,000 tested, 0.02% active | AID 602332, 2012; note: potency is the fitted concentration of half-maximal effect; series mostly up to about 76 µM; % of control where 0% means no effect; nearly all actives have a fitted effect of over 35% in size
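ERSR induction read as luciferase luminescence (Bright-Glo, 10 min at room temperature) in stably transfected human U87-MG glioma cells exposed to compounds for 16 h, using GRP78 as sensor.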
D2 agonist – HTS Assay for Allosteric Agonists of the Human D2 Dopamine Receptor: Primary Screen for Agonists; HEK293 T-REx D2 cells, calcium flux agonist mode; activation, % at 2 µM; 340,000 tested, 0.53% active; AID 485358, 2010; D(2) dopamine receptor (Homo sapiens), P14416;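 active = activation over 3 SD above normal in the single-dose calcium agonist read, cut at about 30% in these data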; note: 0% is about no effect
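Tetracycline-induced HEK293 T-REx cells with force-coupled D2 receptor, plated overnight at 30 C, loaded with no-wash calcium dye. After a 10 s baseline, compound was pin-added and calcium flux read kinetically for 180 s; calcium rises flagged agonists.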
RGS4 inh – Inhibitors of Regulator of G Protein Signaling (RGS) 4: qHTS. Transcreener GDP fluorescence polarization, RGS4-accelerated GTP hydrolysis. AID 504845, 2011. Potency, µM (top dose mostly 114 µM), for the others: at the highest dose activity change, negative = inhibition, hits mostly inhibitors. 390,000 tested, 0.039% active; note: potency is the fitted concentration of half-maximal effect; % is set by controls: 0 for no effect and ±100 for the full control effect; nearly all actives have a fitted effect of over 75% in size; some results filed as inactive show a strong effect at the top dose
Target sequence (P49798 whole entry, looked up): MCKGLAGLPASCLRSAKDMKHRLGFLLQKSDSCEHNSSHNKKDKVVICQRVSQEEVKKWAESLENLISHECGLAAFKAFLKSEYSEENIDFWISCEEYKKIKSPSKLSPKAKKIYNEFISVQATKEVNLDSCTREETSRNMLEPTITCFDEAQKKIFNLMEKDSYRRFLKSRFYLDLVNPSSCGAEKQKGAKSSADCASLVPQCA
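MLSMR compounds (23 nl, pin-transferred) preincubated 10 min at room temperature with a 500nM (2x) first reagent, then RGS4 at 900nM (2x) plus Transcreener GDP mix added; fluorescence polarization (620/688 nm) read before and after 90 min at 30 °C.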
Vif-APOBEC3G blk – qHTS for Inhibitors of Vif-A3G Interactions: qHTS; HeLa A3G-eYFP + Vif (tagged APOBEC3G with the HIV-1 protein that degrades it), YFP fluorescence, overnight; 410,000 tested, 0.076% active; Potency, µM (highest dose often 46.1 µM), for inactives: top-dose activity, negative = active, most hits filed as inhibitors;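 note: potency is the fitted concentration of half-maximal effect; % is set by controls: 0 for no effect and ±100 for the full control effect; nearly all actives have a fitted effect of over 60% in size; hits raise eYFP signal because A3G escapes Vif-driven loss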
Target sequence (Q9HC16 whole entry, looked up): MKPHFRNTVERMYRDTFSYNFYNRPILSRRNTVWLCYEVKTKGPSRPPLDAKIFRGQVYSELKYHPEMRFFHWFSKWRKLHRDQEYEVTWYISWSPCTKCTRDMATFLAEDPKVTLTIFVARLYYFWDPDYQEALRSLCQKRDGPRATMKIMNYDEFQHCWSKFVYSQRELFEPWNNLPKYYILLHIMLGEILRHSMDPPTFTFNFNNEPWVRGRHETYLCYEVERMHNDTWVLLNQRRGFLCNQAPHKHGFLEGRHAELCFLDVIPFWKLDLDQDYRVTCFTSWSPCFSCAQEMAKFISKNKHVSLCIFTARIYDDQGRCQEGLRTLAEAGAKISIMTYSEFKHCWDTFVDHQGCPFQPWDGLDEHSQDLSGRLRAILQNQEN
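Read-out is eYFP fluorescence (Ex 488/Em 500-530) from Vif-expressing HeLa A3G-eYFP cells; more signal means A3G escaped Vif-mediated degradation. Cells plated overnight, compound pinned in, incubated overnight at 37 deg C.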
LDHA inh – qHTS assay for inhibitors of human lactate dehydrogenase; L-lactate dehydrogenase A chain (Homo sapiens), P00338; activity change, % (values are at about 110 or 230 µM); 480,000 tested, 0.15% active; purified LDHA, NADH/diaphorase-resazurin fluorescence; stronger effect = lower value; in the data active = activity change below about -30%; inconclusive = mostly about -25% to -30%;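 note: plate controls were DMSO wells for no effect and wells without enzyme for full effect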
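Enzyme activity of human lactate dehydrogenase 5 (2 nM; 0.06 mM NADH, 0.2 mM pyruvate, 5 min, RT) is measured via a resazurin/diaphorase fluorescence readout of residual NADH.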
The depositor's hits bear a star; ? = inconclusive; / = not tested or not shown; [ ] = remark or other dose. Unless noted, calls come from the whole dose curve; as a rule, active = well fitted curve in the direction sought with a large enough effect; inconclusive = small, poorly fitted or top-dose-only effect, or another doubt; inactive = no such curve, though single readings can be large; an effect the other way counts as inactive or inconclusive. Not all compounds are listed; the hit share may differ from the screen's.

SMILES | D2 antagonist | Vif-APOBEC3F blk | ALOX12 inh | ERG-DNA inh | GRP78 ERSR act | D2 agonist | RGS4 inh | Vif-APOBEC3G blk | LDHA inh
COc1ccc(CN(CC(=O)NCC2CCCO2)C(=O)CNS(=O)(=O)c2ccc(C)cc2)cc1 (configuration not stated) | -5 | -7% | 0% | -3% | -1% | 1.3 | 3% | 1% | -6
COC(=O)c1c(NC(=O)COc2ccc(Cl)cc2)sc2c1CC(C)(C)NC2(C)C | 7 | -26% | -28% | -1% | -7% | 0.7 | 0% | -1% | -5
CCCc1ccc2oc(C(=O)N3CCN(C4CCS(=O)(=O)C4)CC3)c(C)c2c1 (configuration not stated) | 5 | -10% | 20% | -2% | 4% | -1.1 | 0% | 1% | -1
CCN1CCN(Cc2c(O)ccc3c2O/C(=C\c2ccccc2)C3=O)CC1 | / | 4% | 2% | 3% | 2% | / | -7% | 6% | 2
COc1ccccc1C(C)NC(=O)Cc1ccc(S(=O)(=O)N2CCOCC2)s1 (configuration not stated) | -3 | 3% | 12% | -5% | -1% | 0.2 | 39% | 0% | 4
O=C(NNC(=O)c1cc(-c2cccc(Br)c2)nc2ccccc12)c1csc(N2CCOCC2)n1 | 5 | 6% | -6% | -12% | -3% | 0.3 | -15% | -11% | -1
Cc1nc(N)c(Br)c(C)c1Br | -6 | -15% | -6% | 11% | -4% | 0.0 | 30% | 3% | -14
COCCCNC(=O)C1CC(=O)N(c2ccc(C)cc2)C1 (configuration not stated) | -5 | -3% | -7% | 1% | -4% | 0.2 | 0% | -1% | -1
COc1ccccc1NCc1ccc([N+](=O)[O-])s1 | 6 | 9% | -29% | 5% | 0% | 0.0 | -8% | -10% | 1
COc1ccc(NC(=O)CSc2nnc(-c3ccc(C)cc3)n2N)cc1 | 24 | 0% | -33% | -1% | -4% | 1.3 | -1% | 0% | -6
CCC(C(=O)NCc1ccco1)N(C(=O)CNS(=O)(=O)c1ccc(F)cc1)c1ccccc1F (configuration not stated) | 8 | -2% | -4% | -9% | -2% | 4.6 | -18% | 0% | 4
COc1ccc(S(=O)(=O)Cc2ccc(C(=O)N3CCN(c4cc(Cl)ccc4C)CC3)o2)cc1 | -12 | -8% | -14% | -10% | -4% | -0.3 | 8% | -5% | -8
Cn1c(CCN2CCOCC2)nc2cc(NC(=O)COc3ccccc3)ccc21 | 2 | 6% | -1% | 6% | -3% | 0.5 | 19% | -1% | -1
CCOC(=O)Cn1c(=NC(=O)CSC(C)=O)sc2cc(F)ccc21 | -13 | 4% | 63%[activator] | -11% | -3% | -1.0 | -12% | 2% | -8
CC(C)(C)OC(=O)N1CCC(c2c(C(=O)N3CCN(c4ccccn4)CC3)cnn2-c2ccccc2Cl)CC1 | / | 2% | -6% | 1% | -2% | -0.1 | -9% | -1% | 1
CC1=Nc2cc(C(=O)O)ccc2Sc2ccc(Br)cc21 | -4 | 0% | 45µM* | 0% | 1% | -0.2 | 5% | 1% | -10
N#CCCN(Cc1ccccc1)C(=S)Nc1ccccc1 | 7 | -29% | 1% | 2% | -6% | -0.9 | -39% | -9% | -11
CCN(CCCNC(=O)Cn1ncc2c([nH]c3ccccc32)c1=O)Cc1ccccc1 | 11 | -3% | -20% | 1% | -4% | -0.5 | 54% | 3% | -4
O=C(O)CC1(CC(=O)NCc2csc(-c3cccs3)n2)CCCCC1 | -3 | 5% | 118%[activator] | 8% | 0% | -1.2 | 39% | -1% | -11
Nc1nc(CSc2nnnn2-c2ccccc2)nc(N2CCCc3ccccc32)n1 | 0 | 6% | 0% | -9% | -6% | 7.8 | -7% | 4% | 1
CC12CN(C(=O)c3ccccc3)C3(C#N)CC1CCC23C (configuration not stated) | -5 | -1% | 17% | -1% | -3% | 0.0 | -3% | 0% | -3
Cc1cc(C)nc(SC2=CS(=O)(=O)c3ccccc32)n1 | -18 | -16% | 0% | 4% | -9% | 0.4 | 10% | ? | -3
Cc1ccc(C(=O)N/C(=C/c2cccs2)C(=O)NCCc2c[nH]c3ccccc23)cc1 | -2 | 5% | -10% | -4% | -2% | -0.1 | -9% | -3% | -6
COc1ccccc1NCC(=O)N/N=C/c1c(O)ccc2ccccc12 | -19 | -28% | 22% | -5% | 0% | 0.6 | 17% | -9% | -5
Cc1ccc(Nc2nc3ccccc3c3nncn23)c(Cl)c1 | / | -6% | -3% | -4% | 1% | 0.0 | -13% | 2% | -7
COc1ccc(N2CCN(c3nc4ccccn4c(=O)c3/C=C(\C#N)S(=O)(=O)c3ccccc3)CC2)cc1 | -5 | -2% | -26% | -1% | 0% | 0.6 | -35% | 2% | -1
C[C@@H]1CN([C@@H](C)CO)C(=O)c2cccc(NS(=O)(=O)c3ccc(F)cc3)c2O[C@H]1CN(C)C(=O)NC1CCCCC1 | / | 2% | -11% | 0% | -4% | / | 2% | 0% | -3
CC(C)(C)/C=N/NC(=O)CNC(=O)c1ccc2c(c1)OCCO2 | -4 | -1% | 5% | 3% | 1% | -0.1 | -21% | 0% | 2
Cn1cc(SCC(=O)NC2CCCCC2)c2ccccc21 | 2 | 0% | 2% | 3% | -2% | -0.8 | -33% | 1% | -1
O=C(NNC1=NCCC1)c1cccc(Br)c1 | -9 | -7% | 1% | -2% | 3% | 0.5 | 5% | 0% | -2
COc1ccc(CNCC(O)(c2ccccc2)c2ccccc2)cc1 | -16 | -4% | -14% | 6% | -3% | -1.3 | 1% | 2% | 1
Cc1cccc(C(=O)NCCN(C)C)c1 | -4 | -8% | 9% | 5% | -6% | 0.2 | -43% | -4% | -6
COc1ccc(NC(=O)c2ccc(S(=O)(=O)N3CCCCC3)cc2)cc1OC | / | -5% | -52% | 0% | -4% | / | 17% | 0% | -16
CCS(=O)(=O)NCCCCc1ccccc1 | -11 | 6% | 22% | -2% | -3% | 0.0 | -22% | -3% | 0
O=C(C1CCC1)N1CCc2cc(S(=O)(=O)NCCCN3CCCCC3)ccc21 | 1 | -31% | 8% | -2% | -6% | -0.9 | 13% | 1% | -4
CC1CCN(c2c(NCC3CCC(C(=O)N4CCc5ccccc5C4)CC3)c(=O)c2=O)CC1 (configuration not stated) | -10 | 1% | 0% | 4% | -4% | -2.1 | -3% | -3% | -16
CCc1ccc(CNC(=O)Cn2nc(-c3ccccc3)ccc2=O)cc1 | -5 | -4% | 0% | 9% | -1% | -0.4 | 7% | 1% | 0
Cc1cccc2c(N=NC(=O)c3ccc(NS(=O)(=O)c4cccs4)cc3)c(O)[nH]c12 | 1 | -1% | 190%[activator] | 10% | 4% | 0.0 | -8% | -14% | -4
N#CC1c2ccccc2-c2ccccc2N1C(=O)c1ccccc1 (configuration not stated) | / | -4% | -20% | / | -6% | / | / | ? | -10
Cc1ccccc1Nc1sc(C(=O)c2ccccc2)c(N)c1C(=O)NCc1ccc(Cl)cc1 | / | -9% | -26% | 13% | 13% | 1.0 | 8% | -12% | -6
COc1ccc(NC(=O)c2cc(-c3ccc(OC)c(OC)c3)nc3ccccc23)c(OC)c1 | -1 | -13% | -3% | 3% | -1% | 0.8 | -5% | -4% | 1
CCOC(=O)Cc1nnc(Nc2ccc(C(=O)NC)cc2)c2ccccc12 | 8 | -31% | 239%[activator] | 1% | -2% | -0.6 | -12% | -4% | -1
CCCCC(=O)Nc1cccc(-c2nn3c(C)nnc3s2)c1 | -1 | -2% | 5% | -10% | -4% | 0.7 | -13% | 1% | -2
Cc1ccccc1CNCCSc1nnnn1C | / | 1% | -14% | 2% | -2% | -0.2 | -2% | -3% | 0
Cc1nn(C)c(C)c1/C=N/N=C1\CCC2C3CCc4cc(O)ccc4C3CCC12C (configuration not stated) | 8 | 2% | 0% | 9% | -2% | 0.1 | ? | 0% | 1
CCOC(=O)c1c(N)sc(C(=O)Nc2ccccc2F)c1C | 7 | -6% | 12% | 2% | 1% | -0.6 | -27% | -7% | 1
C[C@H](CO)N1C[C@H](C)[C@H](CN(C)S(=O)(=O)c2ccccc2)OCc2cnnn2CCCC1=O | / | 0% | 7% | / | -3% | / | / | 4% | -10
COC1Cc2ccccc2N(C(=O)N2CCN(CCO)CC2)c2ccccc21 (configuration not stated) | -5 | -5% | 0% | -3% | -3% | 0.6 | -1%[11.4 µM] | -1% | 8

Only LDHA inh, for some of the entries so far:
structure,LDHA inh
C[C@H](CO)N1C[C@H](C)[C@H](CN(C)S(=O)(=O)c2ccccc2)OCc2cnnn2CCCC1=O,-10
Cc1nn(C)c(C)c1/C=N/N=C1\CCC2C3CCc4cc(O)ccc4C3CCC12C (configuration not stated),1

Compound activity deposited in PubChem by National Center for Advancing Translational Sciences (NCATS).
